HRas wt GTP: changes GTP binding to wildtype human HRas; GTP binding activity, % at 10 µM; AID 759; 0.14% of 190,000 active; GST-Ras wt beads, Bodipy-FL-GTP binding, flow cytometry; actives lie on both sides;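 active = GTP binding activity at least 20% away from the 100% baseline, either lowered as inhibitor or raised as activator; inconclusive = flagged as likely green fluorescent, judged across all proteins in the well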;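 also: 0% = unlabeled GTP competition control and 100% = no-compound control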
Target sequence (P01112 whole entry, looked up): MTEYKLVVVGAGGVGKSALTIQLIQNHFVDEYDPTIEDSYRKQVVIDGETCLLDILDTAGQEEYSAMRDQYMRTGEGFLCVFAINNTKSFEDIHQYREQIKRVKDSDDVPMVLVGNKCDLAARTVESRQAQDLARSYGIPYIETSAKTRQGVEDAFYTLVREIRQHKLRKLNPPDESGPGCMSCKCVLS
Bim-Bcl-2: disrupts Bim peptide binding to human Bcl-2. 0.06% of 190,000 active. Bead-based flow cytometry, Bim peptide-Bcl-2 binding. AID 950. inhibition, % at 10 µM; in the data active = inhibition above about 40%; inconclusive = no clear call, values can overlap the other calls;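 also: 0% = no compound wells with probe peptide and 100% = reference peptide inhibitor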
Target sequence (P10415 whole entry, looked up): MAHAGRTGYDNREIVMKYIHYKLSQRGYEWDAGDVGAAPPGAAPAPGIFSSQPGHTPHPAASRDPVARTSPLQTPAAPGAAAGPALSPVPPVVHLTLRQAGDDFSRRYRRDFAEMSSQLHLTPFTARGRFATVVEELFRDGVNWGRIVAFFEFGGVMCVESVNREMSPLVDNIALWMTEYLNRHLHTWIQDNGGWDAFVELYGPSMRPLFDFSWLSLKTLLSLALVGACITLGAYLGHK
Cdc42 wt GTP: changes GTP binding to wildtype human Cdc42 | P60953 | GST-Cdc42 beads, Bodipy-GTP binding, flow cytometry; actives lie on both sides | percent activity (GTP binding), % at 10 µM | 0.2% of 190,000 active | AID 761;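 active = percent activity GTP binding at least 20 points away from the 100% baseline, either down as inhibitor or up as activator; inconclusive = compound flagged as likely green fluorescent from well-wide comparison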;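 also: median bead fluorescence of bound Bodipy-FL-GTP at 100 nM; 0% = excess unlabeled GTP control and 100% = no compound control; below 100% means less GTP binding so inhibitor and above means activator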
Target sequence (P60953 whole entry, looked up): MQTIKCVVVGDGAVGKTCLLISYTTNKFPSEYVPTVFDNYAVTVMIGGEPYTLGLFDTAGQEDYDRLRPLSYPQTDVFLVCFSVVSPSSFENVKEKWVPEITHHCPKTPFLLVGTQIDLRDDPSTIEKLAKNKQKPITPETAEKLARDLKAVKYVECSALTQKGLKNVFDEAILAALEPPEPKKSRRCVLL
Rac1 wt modul: alters GTP binding to wildtype human Rac1. P63000. GST-Rac1 beads, fluorescent GTP binding, flow cytometry; actives lie on both sides; 0 = cold GTP competed, 100 = untreated. GTP binding activity (% of control), % at 10 µM. 0.27% of 190,000 active. AID 757;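 active = GTP binding activity at least 20 points away from the 100% control level, either lower or higher; inconclusive = compound flagged as likely green fluorescent, judged across all proteins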
Rac1 act GTP bind: human Rac1 activated mutant GTP binding change; GST-Rac1 activated beads, fluorescent GTP binding, flow cytometry; actives lie on both sides; 100% means binding = to untreated wells; 0.11% of 190,000 active; AID 764; P63000; percent activity (GTP binding), % at 10 µM;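 active = GTP binding at least 20 percentage points away from the 100% baseline, in either direction, so actives lie on both sides; inconclusive = Compound likely fluorescent itself, or too few beads counted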
Bim-Bcl-B: disrupts Bim peptide binding to human Bcl-B; inhibition, % at 10 µM; AID 951; 0.073% of 190,000 active; Q9HD36; bead-based flow cytometry;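 also: 0% = tracer peptide without compound and 100% = reference inhibitor peptide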
Bim-Bcl-XL: inhibitors of Bim-Bcl-XL interaction, human; Bim peptide-Bcl-XL binding, bead flow cytometry, fluorescence; 0.04% of 190,000 active; inhibition, % at 10 µM; Q07817
Bcl-W Bim block: disrupts Bim peptide binding to human Bcl-W; inhibition, % at 10 µM; bead-based flow cytometry; Q92843; AID 952; 0.02% of 190,000 active;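 also: 0% = bound tracer without compound and 100% = peptide blocker; higher means less fluorescent Bim peptide bound to Bcl-W beads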
Target sequence (Q92843 whole entry, looked up): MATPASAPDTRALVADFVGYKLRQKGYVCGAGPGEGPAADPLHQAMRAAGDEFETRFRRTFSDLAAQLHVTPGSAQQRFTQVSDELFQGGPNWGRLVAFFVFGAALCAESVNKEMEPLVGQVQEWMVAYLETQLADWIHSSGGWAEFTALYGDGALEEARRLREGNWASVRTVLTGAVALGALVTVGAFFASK
Rab2A wt mod: changes GTP binding to wildtype dog Rab2A, up or down | GTP binding activity, % at 10 µM | 0.19% of 190,000 active | GST-Rab2 wt beads, Bodipy-GTP binding, flow cytometry | AID 760;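 active = GTP binding activity at least 20 points away from 100%, either lowered or raised; inconclusive = signal likely due to the compound's own green fluorescence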;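 also: 0% = beads with excess unlabeled GTP and 100% = no-compound control corrected for plate trend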
Rab7 wt GTP bind: dog Rab7 wildtype GTP binding, inhibitors and activators; GST-Rab7 beads, fluorescent GTP binding, flow cytometry; actives lie on both sides; untreated = 100%, excess cold GTP = 0%; GTP binding activity (percent of control), % at 10 µM; AID 758; 0.055% of 190,000 active;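 active = fluorescent GTP binding to Rab7 beads changed by at least 20 points from the 100% baseline, either direction, mostly lower; inconclusive = compound itself probably fluorescent, or too few beads counted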;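 also: median green fluorescence of bound Bodipy-FL-GTP per Rab7 bead population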
Bfl-1 Bim block: human Bim-Bfl-1 interaction inhibition | inhibition, % at 10 µM | 0.12% of 190,000 active | Bead-based flow cytometry, Bim-Bfl-1 binding inhibition | Q16548;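 also: 0% = wells without compound plus tracer and 100% = blocker peptide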
Numbers without * were called inactive; ? = inconclusive. Rule as the data show it, unless noted: active = inhibition above about 40%. No enrichment for hits (roughly 0.62% active in at least one column).

SMILES	HRas wt GTP	Bim-Bcl-2	Cdc42 wt GTP	Rac1 wt modul	Rac1 act GTP bind	Bim-Bcl-B	Bim-Bcl-XL	Bcl-W Bim block	Rab2A wt mod	Rab7 wt GTP bind	Bfl-1 Bim block
CCc1c(O)nc(SCC(=O)Nc2ccccc2OC)[nH]c1=O	100	-9	98	98	92	-6	-3	0	96	99	-10
CCOC(=O)c1ccc(NC(=O)N2CC(C)OC(C)C2)cc1 (stereo not given)	95	-2	97	96	94	-1	0	-2	94	95	-2
CCC(=O)N1CCc2cc(S(=O)(=O)CCC(=O)N3CCc4ccccc4C3)ccc21	99	-4	100	101	97	-8	0	0	98	97	-6
C=C(c1cccc2ccccc12)P(=O)(O)O	103	-7	103	106	101	-5	-6	1	102	98	-9
Cc1cc(N2CCOCC2)nc(SCC(=O)OCc2ccccc2)n1	95	-5	94	98	95	-6	-6	-2	96	97	-5
COc1cccc(NC(=S)N(CCCN2CCCC2)Cc2cccn2Cc2ccc(Cl)cc2)c1	97	-9	97	101	96	-11	-7	-4	97	101	-5
CCCCCOC(=O)c1ccc(NC(=O)c2ccco2)cc1	101	-5	102	107	100	-5	-6	0	103	101	-15
Cc1c2c(n3c(nc4ccccc43)c1C#N)N(c1ccccc1)CC2	100	-9	103	103	98	-7	-6	-3	100	102	-14
CC(C)(C)c1[nH]nc2c1C(c1ccco1)C(C#N)=C(N)O2 (stereo not given)	98	0	99	103	96	-3	-3	-2	101	107	0
CCn1c(SCC(=O)NC2CCCCC2)nnc1-c1cc2cccc(OC)c2o1	100	-2	102	97	100	-2	0	-2	99	99	-1
COc1cccc(CC(=O)N2CCN(c3ccccc3[N+](=O)[O-])CC2)c1	94	1	90	93	93	0	0	1	96	96	-1
Cc1ccc(C(=O)OCCc2c(C)[nH]n(-c3ccccc3)c2=O)cc1	100	-2	101	101	97	2	-1	0	99	101	0
Cc1cccc(NC(=O)CSc2nnc(CNC(=O)c3ccc(S(=O)(=O)N(C)C)cc3)n2-c2ccccc2)c1	99	-5	95	98	98	-5	-5	0	98	98	-14
C=CCN1C(=O)CN=C1Nc1cc(C)ccc1C	102	-3	100	104	99	-9	-4	1	98	101	-10
Cc1ccc(NC(=O)CN2CCc3ccccc3C2)cc1	105	-11	105	109	100	-10	-2	0	101	103	-11
CN1CCN(S(=O)(=O)c2cccc(C(=O)NC3CCCc4ccccc43)c2)CC1 (stereo not given)	97	-13	98	96	97	-10	-7	-3	99	95	-7
Cc1c(Br)c([N+](=O)[O-])nn1CC(=O)Nc1ccc(Cc2ccncc2)cc1	101	-9	100	104	98	-12	-5	-5	99	104	0
COC(=O)c1c(-c2ccc(C)cc2)csc1NC(=O)Cc1ccc(OC)c(OC)c1	101	-1	101	101	97	-4	3	2	101	100	4
Cc1cc2oc(=O)c3c(c2cc1OCc1nn[nH]n1)CCCC3	98	-2	99	98	96	0	0	-1	95	97	-2
Cc1cc2c(ncn2C)c(NS(=O)(=O)c2ccccc2Cl)c1C	98	-2	96	95	95	-6	-5	0	97	94	-10
COc1ccc(C(=O)Nc2cc(C(F)(F)F)ccc2Cl)cc1OC	100	-8	102	101	98	-5	-1	1	101	98	-8
N#Cc1nc(-c2ccc(OCc3ccccc3)cc2)oc1NCc1cccnc1	100	-1	101	104	98	2	-1	0	99	101	-2
CC1CCCCC1NCc1cccc([N+](=O)[O-])c1 (stereo not given)	93	1	89	95	90	-1	-1	0	93	102	3
Cc1ccc(C)c(NC(=O)c2oc(=O)c3ccccc3c2-c2ccccc2)c1	100	-3	98	97	101	-2	-2	-2	99	100	-1
O=C(Nc1cccc(C(=O)O)c1)/C(=C\c1ccccc1)NC(=O)c1ccccc1	99	-1	97	99	99	-1	-2	-6	100	101	2
COC(=O)c1ccc(-c2ccco2)n1Cc1ccccc1Cl	94	0	95	98	93	-1	0	0	93	87	1
CCOC(=O)c1cc(C)n(-c2ccc(OC)c(OC)c2)c1C	?	-6	?	?	?	-4	-8	3	?	?	-9
COCCNC(=O)C(=O)NNC(=O)CCc1ccccc1	102	-6	96	101	98	-4	-1	-4	101	107	-5
N#Cc1ccc(C(=O)Nc2ccc(S(=O)(=O)NC3=NCCCCC3)cc2)cc1	100	-8	103	100	99	-7	-7	-1	100	103	-17
c1ccc2nc3c(nc2c1)c1ccccc1n3CCN1CCOCC1	96	-5	97	94	97	-3	0	1	94	94	2
CCN=C1SC(CC(=O)Nc2ccccc2OCC)C(=O)N1CC (stereo not given)	97	-2	97	100	98	-10	-7	0	96	96	-10
C=CCn1c(COc2ccccc2-c2ccccc2)nnc1SCC(=O)NC(=O)NCc1ccco1	100	-6	99	104	101	-3	-2	-3	97	94	-7
Cc1ccc(N2C(S)=C(C#N)C(=O)NC2c2ccco2)cc1 (stereo not given)	94	4	93	96	93	-4	-4	1	93	98	0
COc1ccc(-c2nc3ccccc3c(=O)n2CCOc2cccc(C)c2C)cc1	101	-7	99	101	98	-8	-9	-7	100	102	-9
COC1(OC)N=C(N)C2(C#N)C(c3ccccc3)NC(C)=CC12C#N (stereo not given)	100	-9	101	105	101	-7	-5	-5	103	98	-16
COc1ccc(OC)c(N/C(C)=C/C(=O)c2ccc(C)o2)c1	101	0	100	102	101	-6	4	0	101	99	-4
CC1CC(C)CN(C(=O)c2ccc3c(c2)N(Cc2ccccc2)CCS3)C1 (stereo not given)	100	-7	97	103	96	-9	0	-1	100	98	-5
C=C(C)c1cccc(C(C)(C)NC(=O)NCc2ccc(OC)c(OC)c2)c1	99	-15	99	101	97	3	11	20	95	98	-14
Cc1ccc(N2CN=C(c3ccccc3)NC2=S)cc1	102	0	105	105	100	-3	-3	-2	102	98	1
COc1ccc(-c2nc(CS(=O)CC(=O)NCCCN3CC(C)CC(C)C3)c(C)o2)cc1OC (stereo not given)	97	-7	97	98	95	-3	-2	-1	97	98	-1
CC1CCN(c2nc3ccccc3n2CC(=O)c2ccccc2)CC1	94	0	94	99	96	0	-1	0	93	98	-5
Cc1cc(C)n(C(C)n2nc(C)cc2C)n1	101	-7	103	109	99	-9	-7	0	99	98	-19
CN=C(Nc1cc(Cl)ccc1Cl)SC1CC(=O)N(c2ccc(C(=O)OC)cc2)C1=O (stereo not given)	98	-8	100	101	97	-7	-3	2	98	97	-11
COc1ccc(C(=O)Nc2ccc(N3CCN(C(=O)c4ccccc4)CC3)cc2)cc1[N+](=O)[O-]	93	1	92	96	97	6	0	0	94	91	5
CC(C)CC(=O)Nc1ccc2ccccc2c1	98	-2	108	95	95	-2	-2	0	94	95	-3
COc1nc(NCc2ccco2)nc(N2CCC(C)CC2)n1	99	1	100	103	99	2	2	1	99	99	0
O=C(C1CCC(CNc2c(N3CCCCC3)c(=O)c2=O)CC1)N1CCCCC1 (stereo not given)	100	-4	102	105	100	-5	-4	0	100	100	-12
COc1ccc(-c2nnc(N3CCC(C)CC3)c3ccccc23)cc1	99	-10	99	102	100	-9	-5	-2	98	99	-19
O=S1(=O)N=C(Nc2nncs2)c2ccccc21	98	-4	99	101	96	-7	-4	1	99	99	0
COC(=O)c1ccc(N)nc1	100	0	94	98	94	0	-1	1	98	97	-4
Cc1[nH]c2ccc(OC(=O)N3CCOCC3)cc2c1C(=O)OC(C)C	105	-13	102	110	103	-9	-4	0	104	105	-12
CC1(C)Cc2noc(N)c2C(C)(C)N1OC(=O)c1cccs1	97	-10	100	95	94	-13	-14	-1	96	93	-14
CCOC(=O)C1CCN(C(=O)c2cn(CCOC)c(=O)c3c2c2ccccc2n3C)CC1	103	-4	103	103	99	-4	-3	-6	101	103	-3
C/C(=N\NC(=O)OC(C)(C)C)c1ccc(-n2ccnc2)cc1	?	0	?	?	?	-6	0	-4	?	?	-4
Cc1cc(C(=O)c2cccs2)c(N)s1	92	0	91	96	93	-2	0	-6	91	93	0
Cn1c(CN2CCN(c3cccc(Cl)c3)CC2)nc2ccccc21	93	1	92	94	94	-2	-1	-1	96	95	4
Cc1ccc(C(=O)N/C(=C\c2ccc(-c3cccc([N+](=O)[O-])c3)o2)C(=O)NC(C)(C)C)cc1	100	-4	100	99	99	-9	-5	-3	100	103	-18
O=C(CC1(c2ccc(Cl)cc2)C2CC3CC(C2)CC1C3)NCCO (stereo not given)	98	-4	98	99	96	-4	-1	-4	98	99	-4
CCOC(=O)C1=C(c2ccccc2)OC(N)=C(C#N)C1c1ccco1 (stereo not given)	96	0	96	96	97	0	-1	-1	95	99	0
CN1CC(=O)NC1=NC(=O)c1ccc(Cl)c(S(=O)(=O)N2CCCCCC2)c1	94	4	92	91	92	6	-1	8	89	89	6
Next part.
SMILES	HRas wt GTP	Bim-Bcl-2	Cdc42 wt GTP	Rac1 wt modul	Rac1 act GTP bind	Bim-Bcl-B	Bim-Bcl-XL	Bcl-W Bim block	Rab2A wt mod	Rab7 wt GTP bind	Bfl-1 Bim block
Cc1ccc(-n2nnc3c(=O)n(CC(=O)N4CCOCC4)cnc32)cc1	99	-1	100	101	99	-1	-1	0	98	96	-5
CC(CC(=O)N1CCN(c2ccc(C(F)(F)F)cn2)CC1)n1ccnc1 (stereo not given)	101	-1	101	102	100	-2	-2	0	100	101	-4
COC(=O)N/N=C/c1cn(CC(C)COc2ccccc2)c2ccccc12 (stereo not given)	98	-4	99	105	98	1	4	2	98	100	-6
Cc1cccc(CSc2nnc(-c3ccco3)n2C)c1	100	-7	104	102	98	-4	-8	0	101	101	-10
Cc1nnc(SCC(=O)Nc2ccc(N3CCOCC3)cc2)n1-c1ccccc1	104	-4	102	101	100	-6	-2	-3	104	104	-5
Fc1ccccc1CN1CCCCCCC1	97	1	94	94	94	1	-4	-1	99	96	-1
CC(C)CNS(=O)(=O)c1ccc(CCC(=O)N2CCCC2)cc1	97	-2	96	101	99	-6	0	-2	97	99	-4
O=C(NC(=S)Nc1ccccc1C(F)(F)F)c1ccccc1F	98	-2	96	94	94	-5	-2	-1	97	103	-4
CC(C)CN(C(=O)COC(=O)CCN1C(=O)c2ccccc2C1=O)C1CCS(=O)(=O)C1 (stereo not given)	98	0	101	99	98	1	-1	0	100	101	4
CCOc1ccc(C(=O)NC(=S)NCc2cccnc2)cc1	102	-3	104	104	102	-2	-5	0	104	99	1
CCOc1ccc(N2C(=O)C(CC(=O)Nc3ccc(F)cc3)N(Cc3ccccn3)C2=S)cc1 (stereo not given)	96	1	96	110	103	-2	0	-2	96	108	-2
O=c1cc(O)c(-c2cccc(C(F)(F)F)c2)c(Cl)[nH]1	95	1	99	97	95	2	2	1	96	98	4

High-throughput results as filed in PubChem BioAssay.
